# SUMO1-SIM PPI – SUMO1-SIM interaction modulation; SUMO1 binding to a labelled peptide, TR-FRET, 1 h; inhibition, % at 20 µM; 360,000 compounds, 0.33% hits; AID 602429; in the data active = inhibition above about 37%
# Target sequence (P63165 whole entry, looked up): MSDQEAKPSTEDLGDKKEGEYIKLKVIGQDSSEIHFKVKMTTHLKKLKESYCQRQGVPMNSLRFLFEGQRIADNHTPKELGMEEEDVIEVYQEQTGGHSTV
# NRP1-CendR mod – alters CendR peptide binding to human NRP-1; O14786; FAM-RPARPAR peptide binding to NRP-1, fluorescence polarization; inhibition, % at 25 µM; 360,000 compounds, 0.85% hits; AID 602438;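 active = inhibition or corrected inhibition above about 18%, plus a signal ratio from 0.5 to 1.5, limit read from the data, passing the limit was not always enough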; note: strong numbers were not always called active
# MsrA act – activates bovine MsrA enzyme; purified bovine MsrA, absorbance read-out; 360,000 compounds, 0.3% hits; AID 602163; activation, % at 10.6 µM; in the data active = activation above about 7.5%;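 note: 0% = vehicle and 100% = reference activator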
# MsrA inhibitor – bovine MsrA inhibition; purified bovine MsrA, absorbance read-out; inhibition, % at 15.5 µM; 360,000 compounds, 0.75% hits; AID 651718; in the data active = inhibition above about 4.5%;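 note: 0% = vehicle wells with enzyme and 100% = reference inhibitor wells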
# eLon inh – inhibitors of E. coli Lon protease. inhibition, % at 7.94 µM. purified E. coli Lon protease, fluorescence polarization. AID 602123. P0A9M0. 360,000 compounds, 0.42% hits; in the data active = inhibition above about 13%, passing the limit was not always enough;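 note: 0% = enzyme with probe and DMSO and 100% = no enzyme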
# Target sequence (P0A9M0 whole entry, looked up): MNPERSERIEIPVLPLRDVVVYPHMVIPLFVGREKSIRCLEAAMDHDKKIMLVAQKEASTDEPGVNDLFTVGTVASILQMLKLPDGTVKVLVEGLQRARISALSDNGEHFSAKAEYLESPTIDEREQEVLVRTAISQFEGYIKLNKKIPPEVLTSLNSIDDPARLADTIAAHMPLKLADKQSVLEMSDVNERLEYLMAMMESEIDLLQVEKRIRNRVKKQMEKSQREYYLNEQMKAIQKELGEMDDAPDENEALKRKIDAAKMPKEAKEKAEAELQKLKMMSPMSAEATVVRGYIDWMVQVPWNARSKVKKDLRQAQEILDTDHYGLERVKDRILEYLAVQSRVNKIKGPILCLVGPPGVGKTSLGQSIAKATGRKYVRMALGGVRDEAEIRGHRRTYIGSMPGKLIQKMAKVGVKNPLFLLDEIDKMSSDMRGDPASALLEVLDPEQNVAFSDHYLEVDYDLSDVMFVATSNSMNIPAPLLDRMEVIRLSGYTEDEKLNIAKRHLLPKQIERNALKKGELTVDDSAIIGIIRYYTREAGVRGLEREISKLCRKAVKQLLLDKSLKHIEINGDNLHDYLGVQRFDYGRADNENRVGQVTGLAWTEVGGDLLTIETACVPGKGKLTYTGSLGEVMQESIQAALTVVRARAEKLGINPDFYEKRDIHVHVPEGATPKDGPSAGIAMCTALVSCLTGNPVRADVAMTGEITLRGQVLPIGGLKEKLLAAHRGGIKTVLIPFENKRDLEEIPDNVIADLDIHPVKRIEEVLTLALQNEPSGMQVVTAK
# STEP inh – blocks human striatal-enriched tyrosine phosphatase. AID 588621. inhibition, % at 20 µM. P54829. 360,000 compounds, 0.25% hits. recombinant STEP, OMFP fluorogenic substrate, fluorescence;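 active = inhibition at 20 µM, scaled per plate between control wells, above about 37%, limit read from the data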;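 note: 0% = DMSO with enzyme and substrate and 100% = substrate only without enzyme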
#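 Material: STEP (striatal-enriched tyrosine phosphatase) enzyme, cell-free; Compound dosing: 20 µM single dose in 1% DMSO; Technique: fluorescence read at 480 nm ex / 540 nm em; Times: reaction 20 min, ambient temperature; Medium: 50 mM Bis-Tris pH 6.0 with 2.5 mM DTT and 0.005% Tween 20; Also added: OMFP at 25 µM.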
# Scp-1 inhibitor – inhibitors of human Scp-1 phosphatase; 340,000 compounds, 0.88% hits; inhibition, % at 20 µM; Recombinant Scp1, phosphopeptide, malachite green phosphate absorbance; AID 493091; Q9GZU7;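 active = inhibition above about 50% at 20 µM, limit read from the data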;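 note: plate controls were DMSO wells with enzyme for no effect and wells lacking enzyme for full effect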
#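 Incubation: 45 min enzyme reaction at room temperature / System: truncated SCP-1 phosphatase (76-261aa) / Reagent: Phospho 17-mer peptide substrate / Buffer or medium: Acidic Tris acetate buffer with magnesium and detergent / Signal: absorbance at 630 nm / Doses: one concentration, 20 µM, with 1.0% DMSO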
# TbMetRS inhib – Trypanosoma brucei MetRS inhibition | purified T. brucei MetRS, ATP depletion, Kinase-Glo luminescence | inhibition, % at 11.9 µM | 360,000 compounds, 0.4% hits | AID 624268;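 active = inhibition above a per-plate cutoff of the control wells' mean inhibition plus 3 SD, cut at about 5.5% in these data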;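 note: 0% = DMSO wells median and 100% = median of wells with control inhibitor compound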
#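 Test system – parasite MetRS enzyme · Reagent – substrates ATP, L-methionine and bulk Escherichia coli tRNA · Doses – 11.9 µM compound single dose, 0.9% DMSO · Times – 15 min enzyme-compound preincubation, 2 h reaction, 10 min detection, 25 °C · Signal – Kinase-Glo luminescence, ATP depletion format · Controls – DMSO-only wells as low control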
# DNMT1 block – blocks human DNA methyltransferase DNMT1; DNMT1 molecular beacon, Hinp1I cleavage, fluorescence; inhibition (reported as % activation of signal), % at 10 µM; 360,000 compounds, 0.83% hits; in the data active = inhibition above about 50%
# LMPTP block – blocks human LMPTP phosphatase; AID 651560; recombinant LMPTP-A, OMFP fluorogenic substrate, fluorescence intensity; inhibition, % at 20 µM; 360,000 compounds, 0.22% hits;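 active = compounds that cut the enzyme signal by at least half of the control window in the single-dose screen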;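 note: plate controls were DMSO wells with enzyme plus substrate for no effect and substrate without enzyme for full effect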
# Target sequence (P24666 whole entry, looked up): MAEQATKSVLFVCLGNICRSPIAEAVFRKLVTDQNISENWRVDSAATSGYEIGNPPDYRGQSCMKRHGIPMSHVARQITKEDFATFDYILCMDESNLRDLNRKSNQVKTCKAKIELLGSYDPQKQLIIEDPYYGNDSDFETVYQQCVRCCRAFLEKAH
#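 Test system – LMPTP-A phosphatase enzyme · Quantity – 0.625 nM LMPTP-A final · Reagent – OMFP substrate, 400 µM final · Dosing – one test concentration per compound, 20 µM, with 3% DMSO overall · Timing – 50 min enzyme reaction at room temperature, protected from light · Detection – fluorescence intensity · Controls – substrate-only low control, DMSO enzyme-plus-substrate high control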
# The depositor's hits bear a star; nt = not tested or not shown.
SMILES,SUMO1-SIM PPI,NRP1-CendR mod,MsrA act,MsrA inhibitor,eLon inh,STEP inh,Scp-1 inhibitor,TbMetRS inhib,DNMT1 block,LMPTP block
CCc1noc(C)c1C(=O)NCCN1C(=O)S/C(=C\c2ccc(OC)cc2)C1=O,-25.4,-16.2,-5.1,3.8,4.0,0.2,-7.6,-0.3,0.0,0.1
O=C(CS(=O)(=O)c1ccccc1)c1ccc2c(c1)OCCO2,-2.2,2.9,-9.4,0.7,0.6,-0.3,-7.2,-1.4,-3.9,-2.0
CC1(OC(=O)C2CCCC2)C(=O)C=C2C=C(c3ccsc3)N(c3ccccc3)C=C2C1=O (centres undefined),-5.0,-14.0,-1.1,0.2,12.5,11.8,-8.2,-0.2,-9.1,1.7
COc1cccc(NC(=O)c2ccc(NC(C)=O)cc2)c1,-0.5,10.8,0.0,0.4,-2.7,1.2,-0.4,-0.3,0.7,-2.2
COc1ccc(-n2nnnc2C2c3ccccc3C(=O)N2C2CCN(Cc3ccccc3)CC2)cc1 (centres undefined),2.8,-7.5,-1.6,-0.1,-2.6,nt,nt,-0.4,nt,-1.3
COC(=O)[C@@]12C[C@@H](CC(=O)N3CCSCC3)C(=O)N(Cc3ccc4c(c3)OCO4)C1=CCC(C)(C)C2,-3.0,4.9,nt,1.3,nt,nt,nt,-0.1,nt,0.0
CC(CCc1ccccc1)NC(=O)CNC(=O)c1ccccc1Br (centres undefined),-1.6,9.4,-4.2,-0.6,2.1,-4.3,-9.2,-0.1,1.2,-0.6
CC#CCOCC1CNC(=O)O1 (centres undefined),-5.1,-2.1,-0.1,0.6,-16.1,-2.0,nt,-0.1,4.9,-2.3
CCOc1ccc(CN(C(=O)/C=C/c2ccco2)C2CCS(=O)(=O)C2)cc1 (centres undefined),-7.9,-21.4,-6.3,2.0,-6.1,1.0,1.1,-0.5,-0.3,1.6
O=C(c1ccco1)N1CCCC(c2nc3c(nnn3Cc3ccc(F)cc3)c(=O)[nH]2)C1 (centres undefined),-0.7,-1.4,-0.8,-1.5,-3.5,0.0,-2.0,-0.2,1.0,-1.3
Cc1cccc(OCC(O)Cn2c(=N)n(Cc3ccccc3)c3ccccc32)c1 (centres undefined),-0.6,-3.5,-1.3,1.0,2.9,-0.9,-14.8,-0.6,0.0,-0.3
O=C(O)c1cccc(S(=O)(=O)N2CCN(S(=O)(=O)c3ccc4ccccc4c3)CC2)c1,-1.4,-2.8,-2.8,0.1,-10.3,0.3,-9.0,0.2,1.6,-0.7
CCC1CCCCN1S(=O)(=O)c1ccc2c(c1)CCN2C(=O)C1CCC1 (centres undefined),2.5,-0.9,-2.0,-0.4,-13.3,3.8,-7.7,0.3,-1.4,1.0
Cc1ccc(NC(=O)C2c3ccccc3Oc3ccccc32)c(C)c1,-1.2,-3.8,-2.6,0.3,5.9,-1.8,0.2,-0.8,9.7,-2.7
Cc1ccc(-n2[nH]c(C)c(C=Nc3cc(C)ccn3)c2=O)cc1,-14.8,15.6,-2.3,2.5,0.8,3.2,-4.2,-4.2,-1.3,0.8
CCCNC(=O)C(Cc1ccccc1)NC(=O)c1ccc(C(C)(C)C)cc1 (centres undefined),2.7,26.5*,-5.7,0.3,-53.7,-2.9,-6.5,-0.2,3.6,-4.9
N/C(=N\OC(=O)COc1ccccc1Cl)c1ccccn1,1.2,-1.5,-3.4,-0.1,-11.6,-3.8,-0.8,-0.4,2.1,-2.7
COc1cc(C(=O)OCCn2c(=O)c3c(ncn3CCN(C)C)n(C)c2=O)cc(OC)c1OC,3.6,6.4,-5.5,-0.9,9.1,0.6,-2.7,-0.5,3.0,-0.4
CN(C)C(=O)N1CCN(C(=O)c2ccco2)CC1,3.0,4.3,-3.5,-0.3,-10.8,-3.9,-0.4,0.2,0.8,-1.5
C#CCOCCOCCOCCNc1nc(N2CCN(C(=O)Cn3cc(CCCN=C(N)N)nn3)CC2)nc(N2CCN(C(=O)[C@H](CCCCN)n3cc(CCC(=O)O)nn3)CC2)n1,-2.3,-9.2,-3.2,-0.8,-1.2,0.3,2.9,-0.3,8.4,-3.4
Cn1c(O)c(N=NC(=O)C2COc3ccccc3O2)c2ccccc21 (centres undefined),-14.8,3.2,-3.0,2.1,8.6,2.0,-8.4,-0.5,-0.5,1.6
O=C(Nc1nc2ccccc2s1)c1cccc(N2C(=O)CCC2=O)c1,0.4,-14.0,-1.8,2.5,-1.2,-1.3,-7.1,0.5,-0.4,0.5
COc1ccc(C2OC(=O)CC2C(=O)NCc2ccc(F)cc2)cc1OC (centres undefined),-1.0,-3.3,-0.9,-0.1,6.2,3.5,-1.5,-0.9,-0.4,-1.7
CO[C@H]1CN(C)C(=O)c2ccc(NC(=O)NC(C)C)cc2OC[C@H](C)NC[C@H]1C,1.6,-3.3,nt,2.0,nt,nt,nt,-0.9,nt,-1.4

# Compound profiles, as listed above. Values in the order: SUMO1-SIM PPI | NRP1-CendR mod | MsrA act | MsrA inhibitor | eLon inh | STEP inh | Scp-1 inhibitor | TbMetRS inhib | DNMT1 block | LMPTP block
# CCCNC(=O)C(Cc1ccccc1)NC(=O)c1ccc(C(C)(C)C)cc1 (centres undefined) in the list: 2.7 | 26.5* | -5.7 | 0.3 | -53.7 | -2.9 | -6.5 | -0.2 | 3.6 | -4.9
# Cc1ccc(-n2[nH]c(C)c(C=Nc3cc(C)ccn3)c2=O)cc1 in the list: -14.8 | 15.6 | -2.3 | 2.5 | 0.8 | 3.2 | -4.2 | -4.2 | -1.3 | 0.8

# Continued.
SMILES,SUMO1-SIM PPI,NRP1-CendR mod,MsrA act,MsrA inhibitor,eLon inh,STEP inh,Scp-1 inhibitor,TbMetRS inhib,DNMT1 block,LMPTP block
OCc1c(OCc2cccc(F)c2)ccc2ccccc12,-9.8,1.3,-3.7,-0.2,4.8,-2.0,-12.3,-0.5,0.3,0.0
O=C(CN1C(=O)N/C(=C\c2ccccc2OCc2ccc(C(=O)O)cc2)C1=O)Nc1ccc(F)cc1,-17.5,-20.1,-8.3,4.7*,2.0,7.1,70.3*,1.1,-2.2,1.2
CCn1cc(CNC(=O)c2cc([N+](=O)[O-])c(C)c([N+](=O)[O-])c2)cn1,-20.2,-0.5,-15.3,0.0,8.1,1.8,-1.7,-1.2,1.6,-0.2
O=C(Nc1ccc(SC(F)F)cc1)c1ccc2nccnc2c1,-24.3,-15.8,-0.9,1.9,-4.3,1.3,-5.9,-0.1,-12.4,0.9
CC(=O)OCCCCCCCCCCC[N+]1(C)CCCCC1,0.0,5.8,-1.3,0.0,4.1,-0.7,45.3,0.1,-0.8,0.0
O=C(Nc1cc(S(=O)(=O)N2CCOCC2)ccc1O)c1ccc2c(c1)S(=O)(=O)c1ccccc1C2=O,4.5,-3.2,-8.2,0.7,-6.6,3.6,-2.7,-0.7,-0.2,1.3
O=C(CCc1nc2ccccc2[nH]1)Nc1ccc2c(c1)OCCO2,-1.7,-10.1,-0.8,0.3,-4.6,-0.8,-4.2,-0.7,0.9,0.8
C=CCNC(=O)CN1CCC(n2nnc3cc(C(F)(F)F)ccc32)CC1,1.3,-4.1,-2.7,0.5,2.2,-1.1,-10.4,0.3,-0.6,-0.8
Fc1ccc(-c2ccnn2-c2ccccc2)cc1,2.7,16.3,-0.3,0.9,-7.2,-0.9,-6.5,-1.3,0.9,0.7
COc1ccc(NC(=O)CSc2ccc(-c3ccco3)nn2)cc1OC,-7.7,2.3,-4.8,0.2,-15.3,0.7,14.3,-0.3,-5.5,0.5
Cc1nc2c(cc1N)nc(C)n2Cc1ccccc1,-4.0,11.4,-3.2,-0.2,-4.0,1.9,2.4,-0.3,1.9,0.0
C#CCOc1ccc(/C=C2/C(=O)N(c3ccc(S(N)(=O)=O)cc3)N=C2C)cc1OC,26.3,-21.1,-4.3,0.9,-6.5,7.4,nt,0.4,39.2,24.4
Cc1ccc(CNC(=O)C2CCN(S(=O)(=O)c3ccc4nc5c(c(C(=O)O)c4c3)CC(C)CC5)CC2)cc1 (centres undefined),19.6,-16.4,0.5,1.4,-7.6,0.9,-8.8,0.2,-6.3,-0.7
COc1ccc2c(CC(=O)N3CCN(S(=O)(=O)c4ccc(F)cc4)CC3)coc2c1,-3.1,-0.2,-3.5,0.9,-8.0,4.7,-2.8,-0.2,6.5,2.2
CCOc1ccc(CCNC(=O)CN(C)S(=O)(=O)c2cccc3nsnc23)cc1OCC,-22.8,-4.6,-0.1,1.0,0.2,-0.9,-8.1,-0.8,2.1,-2.3
Cc1cccc(N(C(=O)c2snc(C(N)=O)c2N)C(C(=O)NCc2ccccc2)c2ccncc2)c1 (centres undefined),-2.5,7.2,-0.8,-0.8,5.3,0.5,-7.7,-0.8,4.4,-0.7
NS(=O)(=O)c1cccc(NC(=S)NCc2ccccc2)c1,0.3,7.6,-1.4,-0.5,5.7,-0.2,-1.4,0.9,0.9,-1.4
C[C@@H]1CN([C@H](C)CO)C(=O)CCCn2cc(nn2)CO[C@H]1CN(C)C(=O)Nc1ccc(F)cc1,4.6,2.0,-2.1,-1.2,-6.0,0.3,nt,0.1,0.3,-0.2
CC1(C)C2CCC1(CS(=O)(=O)NCc1ccc(C(=O)O)cc1)C(=O)C2 (centres undefined),3.3,1.7,-0.7,0.0,-9.5,-1.3,2.9,-0.7,4.7,2.0
COc1ccc2[nH]c(=O)c(CN(Cc3ccccc3)C(=S)NCC3CCCO3)cc2c1 (centres undefined),1.9,-3.2,-8.0,0.3,9.0,-2.0,-1.3,-0.2,-1.4,-1.7
CCCn1c(SCC(=O)Nc2nnc(C(C)C)s2)nc2c1c(=O)n(C)c(=O)n2C,3.2,1.7,0.4,0.0,-5.0,-0.9,-8.0,-0.1,6.5,-1.1
CCO[C@H]1OC(C(=O)Nc2ccccc2)=C[C@@H](C)[C@@H]1CCCO,0.4,-4.7,-10.0,0.1,-4.2,1.6,-2.7,-0.7,2.1,0.5
CC(C)Cn1c(SCC(=O)NC2CC2)nc2ccc(Cl)cc2c1=O,-155.8,-1.9,-3.6,-1.0,-7.7,0.0,nt,-0.3,2.6,-1.1
CCNC(=O)NC1(C(=O)Nc2ccc3c(c2)OCCO3)CCCCC1,1.1,-21.9,-3.8,-1.9,-8.2,-1.6,-7.2,-0.2,10.8,-1.0
COc1ccc(NC(=O)CCN2C(=O)c3ccccc3S2(=O)=O)c(OC)c1,2.0,6.9,-6.8,0.1,2.0,0.0,-1.7,-1.4,-3.0,-1.7
O=C(O)C1CC(=O)N(CCOc2ccccc2)C1 (centres undefined),-0.9,7.0,-1.7,0.4,1.0,3.6,-12.7,-1.0,-0.3,-0.5
